aSyn tox rescue = qHTS of alpha-syn Inhibitors: NCGC Sytravon Library Screen; S. cerevisiae alpha-synuclein toxicity rescue, BacTiter-Glo growth, 24 h; Potency, µM (doses to about 46.1 µM), inactives show at the top dose growth rescue (activation), most hits filed as activators; hit rate 0.02% among 94,000; active means well fitted activation curve with a large enough effect; inconclusive means small, poorly fitted or top-dose-only effect; further: 0% is about no effect
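Growth restoration measured by BacTiter-Glo luminescence after 24 hr at 30 deg C; alpha-synuclein yeast, raffinose-pregrown to mid-log, were added at OD600=0.02 in galactose medium onto pinned compounds.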
An asterisk follows results filed as active; ? = inconclusive; & = joins results of further samples; [ ] = dose if it differs, or a comment. Potency means the concentration at half of the fitted maximal effect.

SMILES	aSyn tox rescue
COc1cc(C2C(S(=O)(=O)c3ccccc3)CON2C)ccc1OCc1ccc(F)cc1 (stereo unspecified)	4%
COc1ccc2ncc3c(-c4ccc(C)c(C)c4)nn(CC(=O)NC4CCCCC4)c3c2c1	0%
COC(=O)c1c(NC(C)=O)c2c3c(sc2n1Cc1cc(C)ccc1C)CCCC3	-19%
Cc1ccc(N(CC(=O)N/N=C/c2ccc(OCC(N)=O)cc2)S(C)(=O)=O)cc1Cl	4%
COc1ccc(Cl)cc1S(=O)(=O)Nc1ccc2c(c1)n(C)c(=O)n2C	-7%&-8%
CS(=O)(=O)c1ccc2nc(NC(=O)c3ccc(NS(=O)(=O)c4cccc([N+](=O)[O-])c4)cc3)sc2c1	-14%
COc1ccc(OC)c(NC(=O)c2noc3c2CCCC3)c1	-5%
Cc1ccnc(NC(c2ccccn2)c2c(C)[nH]c3ccccc23)c1 (stereo unspecified)	-6%
COc1ccc(CCNC(=O)c2ccc3c(c2)N(Cc2ccc(Cl)cc2)CCS3)c(OC)c1	6%
COc1cc2c(cc1NC(=O)COC(=O)[C@@H](NS(=O)(=O)c1ccccc1)C(C)C)oc1ccccc12	1%
O=c1oc2ccc3ccccc3c2cc1-c1nnc(Nc2ccccc2)s1	1%
CCc1cccc(N2C(=O)CS(=O)(=O)C23C(=O)N(Cc2ccccc2)c2ccc(C)cc23)c1 (stereo unspecified)	-9%
N#CCCN1CCN(S(=O)(=O)c2ccc(S(=O)(=O)NC3CC3)cc2)CC1	-5%
COc1ccccc1CNC(=O)CSc1nnc2ccc(-c3cccnc3)nn12	8%
CC(=O)Nc1ccc(SCC(=O)c2cc(C)ccc2C)cc1	6%
COc1ccc(-c2nnn(CC(=O)N(c3cccc(O)c3)C(C)C(=O)NC3CCCC3)n2)cc1OC (stereo unspecified)	-4%
Cc1n[nH]c(=O)c2c(NC(=O)CSc3ccc(F)cc3)oc(C)c12	-1%
Cc1ccc(CSc2nc3cccnc3n2Cc2ccc(C(=O)NC3CCCCC3)cc2)cc1	4%
O=C(Nc1nc2ccccc2[nH]1)c1ccccc1OC(F)F	-13%
O=C(CSc1nnc(-c2ccco2)o1)N1CCN(c2ccccc2)CC1	1%
O=C(Nc1ccc(OCC(=O)N2CCOCC2)cc1)c1ccccc1F	0%
O=[N+]([O-])c1cccc(S(=O)(=O)N2CCN(S(=O)(=O)N3CCCCCC3)CC2)c1	3%
Cc1cc2oc(C(=O)Nc3sc4c(c3C(=O)NCc3ccccc3)CCCC4)cc(=O)c2cc1C	0%
CC(OC(=O)Cn1[nH]c(=O)c2ccccc2c1=O)C(=O)Nc1ccc(F)cc1 (stereo unspecified)	2%

Copied from the list.
aSyn tox rescue, COC(=O)c1c(NC(C)=O)c2c3c(sc2n1Cc1cc(C)ccc1C)CCCC3 : -19%
aSyn tox rescue, Cc1ccc(N(CC(=O)N/N=C/c2ccc(OCC(N)=O)cc2)S(C)(=O)=O)cc1Cl : 4%

Further entries:
SMILES	aSyn tox rescue
CC(=O)Nc1ccc(S(=O)(=O)Nc2nc3ccc([N+](=O)[O-])cc3s2)cc1	6%
COc1cc(/C=C/C(=O)OCC(=O)Nc2ccc(C)c(S(=O)(=O)N3CCCCC3)c2)ccc1O	2%
COc1cc(NS(=O)(=O)c2ccc(NC(=O)COc3cccc(C)c3)cc2)nc(OC)n1	7%
CCN1c2ccccc2-c2nc(SCC(=O)Nc3c(C)cc(C)cc3C)ncc2S1(=O)=O	-2%
CCS(=O)(=O)N1Cc2ccccc2CC1C(=O)Nc1nc(C)cs1 (stereo unspecified)	3%
CCOC(=O)C1CCCN(C(=O)c2cc(S(=O)(=O)N(C)C)ccc2N2CCCC2)C1 (stereo unspecified)	0%
CCN1CCN(c2c(/C=C3\SC(=S)N(Cc4ccco4)C3=O)c(C)c(C#N)c(=O)n2C)CC1	5%
Cc1cccc(OC(=O)c2cc(-c3ccc4c(c3)OCCO4)on2)c1C	-23%
O=C(CCC1N=C2c3ccccc3N=C(SCc3ccccc3F)N2C1=O)NC1CCCCC1 (stereo unspecified)	8%
Cc1cccc(NC(=O)c2nc[nH]c2C(=O)N[C@@H](C)CO)c1	-2%
CC(=O)NC(CCS(C)(=O)=O)C(=O)Nc1cccc(C)c1 (stereo unspecified)	0%
COc1ccc(C2CC(=O)c3cc(-c4nc(-c5cccc([N+](=O)[O-])c5)cs4)c(=O)n(-c4ccc(F)cc4)c3C2)cc1 (stereo unspecified)	-8%

An excerpt of these results, with bars between the fields:
molecule | aSyn tox rescue
CC(=O)Nc1ccc(S(=O)(=O)Nc2nc3ccc([N+](=O)[O-])cc3s2)cc1 | 6%
COc1cc(/C=C/C(=O)OCC(=O)Nc2ccc(C)c(S(=O)(=O)N3CCCCC3)c2)ccc1O | 2%

(continued)
SMILES	aSyn tox rescue
CCCCCCN1C[C@@H](O)[C@H](n2cc(-c3ccc(F)cc3)nn2)C[C@@H]1c1ccc(OC)cc1	10%
COc1cc(SC)ccc1C(=O)OCC(=O)NCCC1=CCCCC1	2%
CN1CCN(CCc2cn3ncc(C#N)c3nc2-c2ccc(F)cc2)CC1	2%
CC(=O)c1ccc(S(=O)(=O)Nc2cccc(-c3ccc(N4CCOCC4)nn3)c2)cc1	-10%
Cc1ccc(S(=O)(=O)NCCC(=O)N2CCCCCCC2)cc1	-8%
COC1CCN(C(=O)c2ccc(OC3CCN(CCc4ccccc4)CC3)cc2)CC1	4%
O=P(O)(Cc1ccccc1)c1ccccc1	0%
CCOc1ccc(C(=O)NCCn2cc(SCC(=O)NCCc3ccc(OC)c(OC)c3)c3ccccc32)cc1	3%
CCOC(=O)C(CC)n1nc(C)n2c(cc3sccc32)c1=O (stereo unspecified)	-4%
COc1ccc(C(=O)CC(Sc2ccccc2N)c2ccc(OC)cc2)cc1 (stereo unspecified)	?
COc1ccc(OC(=O)OCc2ccccc2)cc1	0%
Cc1ccccc1NC(=O)Cc1nc(COC(=O)CNC(=O)c2ccc(Cl)cc2Cl)cs1	11%
CCNC(=O)Nc1cc(S(=O)(=O)N2CCOCC2)ccc1N1CCCCC1	-3%
Cc1occc1-c1nnc(SCC(=O)NC2CCCCC2C)o1 (stereo unspecified)	-7%
O=C(Nc1ccc2oc(-c3ccc(Cl)cc3)nc2c1)c1ccc2ccccc2c1	4%
O=C(NNC(=O)c1ccccc1O)c1ccc(NS(=O)(=O)c2ccc(F)c(F)c2)cc1	3%
CS(=O)(=O)c1ccc(Cl)c(NC(=O)CSc2n[nH]c(N)n2)c1	1%
Cc1ccccc1-c1ccnc2[nH]n(-c3ccccc3)c(=O)c12	-11%
CCOC(=O)C1CCCN(c2c(NCCc3cccc(C)c3)c(=O)c2=O)C1 (stereo unspecified)	3%
O=c1[nH]c(-c2ccccc2)nc2sc(-c3ccccc3)cc12	2%
Cc1nc(N2CCN(c3ccccn3)CC2)c2c(C)c(C(=O)N3CCN(c4ccc(F)cc4)CC3)sc2n1	2%
CN(Cc1ccccc1)c1nc(-c2cccc([N+](=O)[O-])c2)nc2ccccc12	-6%
CCOC(=O)Cc1ccc(NC(=O)N2CCC(CN3CCCCCC3)CC2)cc1	0%
COc1ccc(CNC(=O)CN2C(=O)CCn3nc(-c4ccccc4)cc32)c(OC)c1	-3%
N#CC(C#N)=c1ccc2c(c1)N1C(c3ccccc3)=CC(c3ccccc3)C3CCCCC31N=2 (stereo unspecified)	-13%
CCc1ccc(C(=O)Nc2ccc3nn(-c4ccc(C)c(Cl)c4)nc3c2)cc1	6%
CCOC(=O)c1ccc(NC(=O)CC2C(=O)N(c3cccc(OC)c3)C(=O)N2C2CCCCC2)cc1 (stereo unspecified)	0%
CCOC(=O)C(CC)Sc1c(CC)cnc2c1c(=O)n(C)c(=O)n2C (stereo unspecified)	5%
O=C(Nc1ccc(OC(F)(F)F)cc1)c1cc2c(=O)n3ccccc3nc2s1	-11%
COc1cc(NC(=O)Nc2nnc(N3CCCCC3)s2)cc(OC)c1	-4%
NC(=O)c1ccccc1NC(=O)COC(=O)C1(c2ccccc2)CC1	-9%
COc1ccccc1-n1c(SCC(=O)NCc2ccc3c(c2)OCO3)nc2cc([N+](=O)[O-])ccc21	13%
CCCCn1c(=O)c2oc3ccccc3c2n(Cc2ccc(C)cc2)c1=O	-15%
Cc1c(NC(=O)CCc2ccccc2)cccc1[N+](=O)[O-]	-7%
N#Cc1cccc(NC(=O)CN2CCN(Cc3ccccc3)CC2)c1	2%
O=C(CN1C(=O)COc2ccc(S(=O)(=O)Nc3ccccc3)cc21)NCc1ccccc1Cl	-1%
COc1cccc(/C=C/C(=O)OCC(=O)Nc2nnc(-c3ccccc3)o2)c1	-4%
O=C(COC(=O)c1cccc(S(=O)(=O)N2CCc3ccccc32)c1)NCc1ccco1	-1%
Cc1c(N2C(=O)/C(=C3\C(=O)N(CC(=O)O)c4ccccc43)SC2=S)c(=O)n(-c2ccccc2)n1C	0%
Cc1ccc(CSc2cn(CC(=O)N3CCCCC3)c3ccccc23)cc1	1%
COc1cc(CCC(=O)OCC(=O)Nc2c(Cl)cccc2Cl)cc(OC)c1OC	-3%
O=C(Cn1ccn(-c2ccc(F)c(Cl)c2)c(=O)c1=O)NCCc1ccccc1	-7%
NC(=O)COC(=O)c1ccc(S(=O)(=O)NCc2ccco2)cc1	-17%
CCCCCCN1C[C@@H](O)[C@H](n2cc(COC(=O)c3ccccc3)nn2)C[C@@H]1c1ccc(Cl)cc1	-4%
Cc1ccc(OC(=O)CSc2nnc(-c3ccc4c(c3)OCO4)o2)cc1	-24%
O=C(Cc1cccs1)Nc1c(C(=O)Nc2ccc(F)cc2)oc2ccccc12	1%
Cc1ccn2c(NC3CCCC3)c(-c3ccccn3)nc2c1	-3%
Cc1ccc(N(Cc2cccs2)C(=O)c2ccccc2[N+](=O)[O-])cc1	3%
CC(C)c1ccc(NC(=O)CNC(=O)Cn2ccc3ccccc3c2=O)cc1	4%&1%
CCOc1ccc(NC(=O)CSc2nnc(-c3ccc(C)cc3)c(-c3ccc(C)cc3)n2)cc1	-1%
Cc1ccc(OCCn2cnc3c2c(=O)n(C)c(=O)n3C)cc1	-6%
Cc1ccc(OCC(=O)N(Cc2nc(-c3ccccc3)no2)C(C)C)cc1C	-3%
O=C(Nc1nnc(C2CC2)s1)c1ccc(Cl)c(S(=O)(=O)N2CCc3ccccc3C2)c1	14%
COc1ccc(C(=O)NC(=S)NCc2cccnc2)cc1Cl	3%
CCC(C(=O)NC1CCCC1)n1c(SCc2cccc(C)c2)nc2ccncc21 (stereo unspecified)	4%
O=C(Nc1ccc2[nH]c(=O)c(=O)[nH]c2c1)c1cccc(F)c1	-15%
Cn1c(N)c(-c2ccccc2)c2ccc([N+](=O)[O-])cc2c1=O	-1%
COc1ccc(CN(C)Cc2nc(Cc3cccc(F)c3)no2)c2cccnc12	3%
Cc1ccc(Cl)cc1NC(=O)c1cc(S(=O)(=O)N2CCOCC2)cn1C	-1%&9%
CCCc1cc(=O)[nH]c2nnc(SCC(=O)N3CC(C)OC(C)C3)n12 (stereo unspecified)	-7%

(continued)
SMILES	aSyn tox rescue
OCC[C@@H]1C[C@H](O)[C@@H](O)[C@]2(OCc3ccc4ccccc4c32)O1	1%
CCC1(CC)NC(=O)N(CC(=O)NC(=O)NCc2ccccc2)C1=O	-11%
COc1ccc(NC(=O)C(=O)NCC(c2cccnc2)N2CCc3ccccc3C2)cc1 (stereo unspecified)	-4%
CCOC(=O)c1sc(N(Cc2ccccc2)C(=O)CCl)nc1C	11%
COc1cc(CCNC(=O)c2ccc3c(c2)c(C)c(C)n3Cc2cccc(C)c2)cc(OC)c1OC	-14%
CCCNC(=O)C1CCN(c2nc3ccc(C)cc3[nH]2)CC1	-2%
Cc1c(C(=O)Oc2cccc3cccnc23)oc2ccccc12	-76%[inhibitor]
COc1ccc(Cl)cc1Nc1ccc2cc(S(=O)(=O)N3CCCCC3)ccc2n1	4%
Cc1nc2c(-c3ccccc3)c(C)nn2c(C)c1CCC(=O)NCc1ccc(Cl)cc1	2%
CC(C)CNC(=O)CCSc1nc(-c2ccc3c(c2)OCO3)cc(C(F)(F)F)n1	5%
Cc1cc(-c2csc(NC(=O)C3=COCCO3)n2)c(C)n1C	4%
CCOCCCNC(=O)C(NC(=O)Cc1cccs1)c1ccc(C)cc1 (stereo unspecified)	4%

An excerpt of these results, bar-delimited:
mol | aSyn tox rescue
CC(C)CNC(=O)CCSc1nc(-c2ccc3c(c2)OCO3)cc(C(F)(F)F)n1 | 5%
COc1cc(CCNC(=O)c2ccc3c(c2)c(C)c(C)n3Cc2cccc(C)c2)cc(OC)c1OC | -14%
OCC[C@@H]1C[C@H](O)[C@@H](O)[C@]2(OCc3ccc4ccccc4c32)O1 | 1%
COc1ccc(NC(=O)C(=O)NCC(c2cccnc2)N2CCc3ccccc3C2)cc1 (stereo unspecified) | -4%

Some of the entries above in another layout.
| structure | aSyn tox rescue |
| --- | --- |
| CCC1(CC)NC(=O)N(CC(=O)NC(=O)NCc2ccccc2)C1=O | -11% |
| COc1ccc(NC(=O)C(=O)NCC(c2cccnc2)N2CCc3ccccc3C2)cc1 (stereo unspecified) | -4% |
| CCOC(=O)c1sc(N(Cc2ccccc2)C(=O)CCl)nc1C | 11% |

(cont.)
SMILES	aSyn tox rescue
Cc1ccccc1C(=O)Nc1cc2c(cc1N1CCOCC1)n(C)c(=O)n2C	1%
Cc1ccc(NC(=O)CN(C)C(=O)c2ccccc2Cc2ccccc2)cc1	16%
CCNC(=O)CSc1nc2ccccc2c(=O)n1-c1cccc(OC)c1	6%
O=C(CN1CCN(c2ccc(Cl)cc2)CC1)Nc1ccc(F)c(F)c1	5%
Cc1ccc(NS(=O)(=O)c2ccc3c(c2)NC(=O)C(C)C(=O)N3)cc1C (stereo unspecified)	9%
O=C(Nc1ccc(F)cc1F)c1cc2c(=O)n3ccccc3nc2s1	-4%
COc1cccc(CNC(=O)CCc2cn(Cc3ccccc3Cl)c3ccccc23)c1	2%

Screening data (PubChem)

This is a subset, so the mix of outcomes need not match the whole.
